High-throughput results from PubChem BioAssay.
TDP1 block = inhibitors of human tyrosyl-DNA phosphodiesterase TDP1. Q9NUW8. recombinant TDP1, AlphaScreen DNA substrate cleavage. Potency, µM (titrated, usually from 130 µM), for the others: at the top dose activity change, negative = inhibition, hits mostly inhibitors. 350,000 tested, 0.28% active. AID 485290; also: nearly all actives have a fitted effect of over 40% in size
Target sequence (Q9NUW8 whole entry, looked up): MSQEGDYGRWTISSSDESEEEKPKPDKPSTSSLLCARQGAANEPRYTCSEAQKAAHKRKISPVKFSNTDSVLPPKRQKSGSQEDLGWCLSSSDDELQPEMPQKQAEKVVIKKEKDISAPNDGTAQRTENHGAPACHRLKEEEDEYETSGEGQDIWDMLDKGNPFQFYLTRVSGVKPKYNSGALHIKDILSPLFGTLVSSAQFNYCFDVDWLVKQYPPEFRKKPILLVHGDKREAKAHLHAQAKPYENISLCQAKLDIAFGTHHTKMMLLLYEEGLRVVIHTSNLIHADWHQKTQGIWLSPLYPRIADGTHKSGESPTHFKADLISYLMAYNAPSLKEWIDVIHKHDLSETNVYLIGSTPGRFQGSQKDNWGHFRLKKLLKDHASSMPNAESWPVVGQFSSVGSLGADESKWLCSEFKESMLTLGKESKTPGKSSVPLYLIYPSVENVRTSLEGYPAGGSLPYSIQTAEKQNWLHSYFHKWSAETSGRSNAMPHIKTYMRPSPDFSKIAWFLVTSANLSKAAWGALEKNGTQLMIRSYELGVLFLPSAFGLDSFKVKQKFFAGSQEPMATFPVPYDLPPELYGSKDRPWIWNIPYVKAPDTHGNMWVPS
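Enzyme-compound mixtures sat 15 min at room temperature, followed by a 5 min reaction with 15 nM final substrate and 10 min with AlphaScreen beads. Recombinant human Tdp1 was used at 1 nM final.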
KAT2A inh = GCN5L2 (KAT2A) acetyltransferase inhibition. Q92830. GCN5L2 HAT assay, ThioGlo1 CoA-SH fluorescence. Potency, µM (top dose mostly 58.9 µM), for inactives: at the highest dose activity change, negative = inhibition, most hits filed as inhibitors. 390,000 tested, 0.21% active. AID 504327
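Compounds, pin-transferred from DMSO stocks, meet 20nM GCN5L2 for 15 min before the reaction begins with H3(1-25) peptide (75uM) and acetyl-CoA (70uM). Thiol-reactive ThioGlo1 reports CoA release over 20 min at room temperature.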
DT40 TDP1 no CPT = qHTS for Inhibitors of human tyrosyl-DNA phosphodiesterase 1 (TDP1): qHTS in cells in absence of CPT; DT40 Tdp1-/- hTDP1 cells, no CPT, ATP luminescence, 48 h; Potency, µM (series often up to 46.2 µM), for the others: at the highest dose activity change, negative = growth inhibition, hits mostly inhibitors; 420,000 tested, 15% active; also: nearly all actives have a fitted effect of over 55% in size
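Readout: luminescence from CellTiter-Glo after 30 min in the dark at RT. Cells: DT40 Tdp1-/- with stable hTDP1, 400/well. Exposure: compounds alone, ≥48 hr, 37 °C.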
Active calls of the source: *; ? = inconclusive; . = not tested or not shown; & = joins results of further samples; [ ] = dose if it differs, or a comment. Calls follow the shape of the dose curve; as a rule, active = well fitted curve in the direction sought with a large enough effect; inconclusive = small, poorly fitted or top-dose-only effect, or another doubt; inactive = no such curve, though single readings can be large; an effect the other way counts as inactive or inconclusive. % is scaled to controls: 0 for no effect and ±100 for the full control effect; potency is read from the fitted curve at half-maximal effect. Some of the compounds tested; rates above refer to the full screens.

| no. | compound | TDP1 block | KAT2A inh | DT40 TDP1 no CPT |
| --- | --- | --- | --- | --- |
| 1 | COC(=O)CSc1ncc2c(n1)-c1ccccc1N(Cc1cccc(F)c1)S2(=O)=O | 8% | -5% | 4% |
| 2 | CC(C)[C@H](NS(=O)(=O)c1ccccc1)C(=O)OCC(=O)N1N=C(c2ccc(Cl)cc2)CC1c1ccco1 (some centres undefined) | 5% | -8% | 13µM* |
| 3 | CCOc1ccc(N(CC)S(=O)(=O)c2ccc3c(c2)oc(=O)n3C)cc1 | 2%[56.1 µM] | -1% | -28% |
| 4 | COc1cccc(-c2nc(CS(=O)(=O)CC(=O)NCCCN3CC(C)CC(C)C3)c(C)o2)c1 (centres undefined) | 6% | -1% | 13% |
| 5 | C#C[C@]1(O)CC[C@@H]2[C@H]3CCC4=CCCC[C@@H]4[C@@H]3CC[C@@]21C | 4%[56.1 µM] | -12%[21.4 µM] | . |
| 6 | CCC(C)NC(=O)C1CCC(CNS(=O)(=O)c2ccccc2)CC1 (centres undefined) | . | 9% | 19% |
| 7 | Cc1ccc(CNC(=O)c2ccc(CNc3c(N4CCCC4)c(=O)c3=O)cc2)cc1 | -11% | -8% | -15% |
| 8 | Cc1nn(-c2nc(-c3ccco3)cc(C(F)(F)F)n2)c(C)c1Br | 0% | -2% | ? |

3 of the compounds above, with each value named.
(5) C#C[C@]1(O)CC[C@@H]2[C@H]3CCC4=CCCC[C@@H]4[C@@H]3CC[C@@]21C
  TDP1 block: 4%[56.1 µM]
  KAT2A inh: -12%[21.4 µM]
  DT40 TDP1 no CPT: .
(6) CCC(C)NC(=O)C1CCC(CNS(=O)(=O)c2ccccc2)CC1 (centres undefined)
  TDP1 block: .
  KAT2A inh: 9%
  DT40 TDP1 no CPT: 19%
(7) Cc1ccc(CNC(=O)c2ccc(CNc3c(N4CCCC4)c(=O)c3=O)cc2)cc1
  TDP1 block: -11%
  KAT2A inh: -8%
  DT40 TDP1 no CPT: -15%

Next part.
| no. | compound | TDP1 block | KAT2A inh | DT40 TDP1 no CPT |
| --- | --- | --- | --- | --- |
| 9 | CCN(C(=O)COc1cc(=O)n(CC)c2ccccc12)c1cccc(Cl)c1 | 9% | -3% | ? |
| 10 | CC1(c2nnc(-c3ccccc3)o2)CC(c2ccncc2)=NO1 (centres undefined) | 2% | 26% | -22% |
| 11 | COCCn1nnnc1C(c1ccc(O)c(OC)c1)N1CCc2ccccc2C1 (centres undefined) | 2% | ? | -21% |
| 12 | c1cnc(N2CCN(c3ncc4c(n3)CCNC4)CC2)nc1 | -3% | -12% | 0% |
| 13 | COc1ccc(-c2nn(CC(=O)NC3CCCC3)c3c2cnc2ccc(F)cc23)cc1 | 5% | 5% | -11% |
| 14 | CN1CCN(c2nc3ccccc3nc2C(C#N)S(=O)(=O)c2ccccc2)CC1 (centres undefined) | 6% | -1% | -3% |
| 15 | O=C(CNC(=O)c1ccc([N+](=O)[O-])cc1)c1ccccc1 | 1% | 1% | 1% |
| 16 | COCCC(=O)N1CCC(Oc2ccc(C(=O)NCCC3=CCCCC3)cc2)CC1 | 2% | -2% | ? |
| 17 | CC(C)OCCCNC(=O)CN1C(=O)CSc2ccc(S(=O)(=O)N3CCOCC3)cc21 | 8% | -10% | -1%&-1% |
| 18 | Fc1ccc(-[n+]2nc(Nc3ccccc3)sc2-c2c(Cl)cccc2Cl)cc1 | . | -9% | ? |
| 19 | Cc1ccc(-n2ncc3c(=O)n(CC(N)=O)cnc32)cc1 | . | -3% | 5% |
| 20 | Cc1ccc2cc(C#N)c(SCC(=O)NCc3ccco3)nc2c1 | -3% | -13% | -27% |
| 21 | O=C(CN1CCN(Cc2ccccc2Cl)CC1)N/N=C/c1cccs1 | 0% | 4% | -13% |
| 22 | COC(=O)C1CCN(C(=O)CSc2nnc(-c3ccccc3)o2)CC1 | . | -5% | -19% |
| 23 | Cc1cccc(Cn2nc(C)cc2NC(=O)CCCn2ccc([N+](=O)[O-])n2)c1 | 3% | 4% | -16% |
| 24 | CCCCNC(=O)c1ccc2c(c1)C(=O)N(Cc1ccncc1)C2=O | 4% | -1% | -11% |
| 25 | CCn1ccnc1CNCc1cn(-c2cc(C)ccc2C)nc1-c1ccccc1 | 7% | 8% | ? |
| 26 | CN(C)S(=O)(=O)c1ccc(Cl)c(NC(=O)COC(=O)/C=C/c2ccc(S(=O)(=O)N3CCOCC3)cc2)c1 | 3% | 1% | -29% |
| 27 | COC(=O)N1CCC2(CC1)CCN(c1ccccc1)CC2 | . | 12% | ? |
| 28 | Cc1cc(C)n(-c2ccc(Oc3ccccc3)c(S(=O)(=O)O)c2)n1 | 1% | -1% | -19% |
| 29 | Cc1c(Cl)cccc1NC(=O)Nc1c(C)n(C)n(-c2ccccc2)c1=O | 3% | -6% | -1% |
| 30 | CC(=O)NCCC(=O)Nc1nc2ccc(Oc3ccccc3)cc2s1 | 14% | -4% | ? |
| 31 | COc1ccc(NC(=O)COC(=O)Cc2c(F)cccc2Cl)cc1 | -2% | -1% | 5% |
| 32 | Cc1ccc(S(=O)(=O)N(C)CC(=O)NCC(c2ccc(F)cc2)N2CCOCC2)cc1 (centres undefined) | 1% | 1% | ? |
| 33 | C=CCN1C(=O)C(Cc2ccc(F)cc2)S/C1=N/N=C/c1cccs1 (centres undefined) | -4% | 0% | 29µM* |
| 34 | CCCCn1c(N)c(N(CC)C(=O)c2cc(OC)cc(OC)c2)c(=O)[nH]c1=O | 2% | -19% | 3% |
| 35 | c1csc(-c2nnc(Cc3cccc4ccccc34)o2)c1 | -2% | -7% | 5% |
| 36 | COc1ccc(OC)c(S(=O)(=O)Nc2ccccc2F)c1 | 5% | -3% | -8% |
| 37 | Cc1ccc(C(=O)NCCC(C)C)cc1NC(=O)c1nsc2ccccc12 | 3% | -3% | ? |
| 38 | C=CCn1c(C)cc(C(=O)CSc2nc3ccccc3c(=O)[nH]2)c1C | 1% | -18% | 21µM* |
| 39 | CCOC(=O)c1c(-c2ccccc2)oc2ccc(N(C(C)=O)S(=O)(=O)c3ccc(C)cc3)cc12 | . | -4% | 10µM* |
| 40 | COc1ccc(CCNC(=O)C2CC(=O)N(C3CCCC3)C2)cc1OC (centres undefined) | 4% | 32% | -13% |
| 41 | Cc1ccc2nc(N3CCN(c4ccccc4)CC3)c(C=O)c(=O)n2c1 | 3% | -2% | -11% |
| 42 | Cc1[nH]c2ccccc2c(=O)c1C(=O)/C=C/c1ccccc1 | . | 0% | 2.3µM* |
| 43 | CC(=O)N1CCOc2ccc(S(=O)(=O)NCCc3ccccc3)cc21 | 3% | 2% | -20% |
| 44 | CN(C)C(CNC(=O)c1ccc2ccccc2c1)c1ccco1 (centres undefined) | 7% | -3% | ? |
| 45 | COc1cccc(N=Nc2c(=O)[nH]n3c(=O)c4c([nH]c23)CCC4)c1 | ? | -14% | ? |
| 46 | O=C(CCCn1c(=O)c2cccn2c2cccnc21)Nc1ccccc1C(F)(F)F | -8% | -6% | -15% |
| 47 | COC(=O)N/N=C1\CCCc2c(C)cc(C)cc21 | 2% | 0% | -5% |
| 48 | COC(=O)c1cc(S(=O)(=O)Nc2cc(OC)cc(OC)c2)cn1C | . | 0% | ? |
| 49 | COc1cccc(/C=N/Nc2nc(Nc3ccccc3)nc(-n3nc(C)cc3C)n2)c1O | 13% | -7% | 0.58µM* |
| 50 | COc1cc(OC)c(NC(=O)Cn2c(=O)nc(-c3ccccc3)c3ccccc32)cc1Cl | -6% | 1% | 13% |
| 51 | NS(=O)(=O)c1ccc(NC(=O)c2ccc(S(=O)(=O)N3CCCCCC3)cc2)cc1 | 1% | -2% | ? |
| 52 | COC(=O)c1cc(-c2ccc(OC)cc2)n[nH]1 | 0% | 1% | -1% |
| 53 | O=C(CNC(=O)c1ccc2c(c1)OCO2)NCCOc1ccc(Cl)cc1 | 0% | 1% | ? |
| 54 | c1cnc(SCCOc2ccc3c(c2)CCC3)nc1 | -1% | -2% | -11% |
| 55 | Cc1ccc(OCC(=O)Nc2ccc3nc(SCC(=O)Nc4ccc(C)cc4C)sc3c2)cc1 | 5% | -12% | ? |
| 56 | Cc1[nH]c2ccccc2c1C(=O)C(=O)NCc1cccs1 | 1% | -4% | ? |

Record cards, from the list above.
C=CCn1c(C)cc(C(=O)CSc2nc3ccccc3c(=O)[nH]2)c1C across the screens: TDP1 block = 1%; KAT2A inh = -18%; DT40 TDP1 no CPT = 21µM*
c1cnc(N2CCN(c3ncc4c(n3)CCNC4)CC2)nc1 across the screens: TDP1 block = -3%; KAT2A inh = -12%; DT40 TDP1 no CPT = 0%

Some values from the results shown:
no. 4 in TDP1 block has 6%
no. 20 in KAT2A inh has -13%
no. 10 in TDP1 block has 2%

Going on with the list.
57. CCc1ccc(NC(=O)Cn2nnc(-c3ccccc3N)n2)cc1
58. COc1ccccc1NC(=O)N(Cc1ccco1)Cc1cc2cccc(C)c2[nH]c1=O
59. CCC(C)Sc1ccc([C@H]2N[C@@](Cc3ccccc3)(C(=O)OC)[C@H]3C(=O)N(C)C(=O)[C@@H]23)cc1 (some centres undefined)
60. Cc1ccccc1OCC(=O)N1CCN(C(=O)COc2ccccc2C)CC1
61. C/C(=N\Nc1ccccn1)c1ccc(N2CCOCC2)cc1
62. Cc1cc(-c2c(C)[nH]n(-c3ccccc3)c2=O)n[nH]1

| Screen / compound no. | 57 | 58 | 59 | 60 | 61 | 62 |
| --- | --- | --- | --- | --- | --- | --- |
| TDP1 block | 1% | 3% | -11% | . | 5% | 12% |
| KAT2A inh | -4% | -11% | -17% | -5% | -4% | -9% |
| DT40 TDP1 no CPT | -23% | 29µM* | ? | -18% | ? | 4.1µM* |

63. CCCOC(=O)CN1C(=O)c2ccc(C(=O)OCCC)cc2C1=O
64. CC(C)NC(=O)C1(O)c2ccccc2NC(=O)N1c1ccc(Cl)c(Cl)c1 (centres undefined)
65. Cc1cc(C)cc(-n2nc(C)cc2N)c1
66. Oc1ccc(C=Nc2ccccc2-c2nc3ccccc3[nH]2)cc1
67. CCOC(=O)c1sc(NC(=O)CC2OC(=O)c3ccccc32)nc1C (centres undefined)
68. CCN(CC(=O)Nc1cccc(OC)c1)CC(=O)Nc1cccc2ccccc12

| Screen / compound no. | 63 | 64 | 65 | 66 | 67 | 68 |
| --- | --- | --- | --- | --- | --- | --- |
| TDP1 block | 1% | 5% | 1% | -3% | 1% | -1%[56.1 µM] |
| KAT2A inh | ? | 0% | -9% | ? | -7% | -4% |
| DT40 TDP1 no CPT | 0% | -20% | -21% | -25% | 3% | ? |

69. O=C(/C=C/Sc1ccc(C(F)(F)F)cn1)c1ccccc1
70. COc1ccc(NC(=O)c2nc3nccc(C)n3n2)cc1S(=O)(=O)N1CCOCC1
71. Cc1ccc(COCCN2CCN(S(=O)(=O)c3ccc(C)cc3)CCC2=O)cc1
72. CCc1ccc(CNC(=O)c2ccc(-n3c(C)cc4c3CCC(C)C4)cc2)cc1 (centres undefined)
73. COc1ccc(S(=O)(=O)N2CCC(Nc3ccccc3Cl)CC2)cc1
74. C[C@H](CO)N1C[C@H](C)[C@@H](CN(C)S(=O)(=O)c2ccccc2)Oc2ccc(NC(=O)CCN3CCOCC3)cc2C1=O
75. COc1cccc(C2/C(=C(/O)c3ccc4c(c3)CC(C)O4)C(=O)C(=O)N2c2nnc(C)s2)c1 (centres undefined)
76. Cc1ccccc1-n1c(SCC(=O)N2CCCCC2)nc(O)cc1=O
77. CN(C)CCNC(=O)c1ccc2c(=O)n3c(nc2c1)CCCCC3

| Screen / compound no. | 69 | 70 | 71 | 72 | 73 | 74 | 75 | 76 | 77 |
| --- | --- | --- | --- | --- | --- | --- | --- | --- | --- |
| TDP1 block | -3% | -16% | -7% | 10% | 2% | 1% | 5% | 2% | 3% |
| KAT2A inh | -9% | -6% | -5% | -9% | -9% | -1% | -1% | -3% | -2% |
| DT40 TDP1 no CPT | 2.3µM* | -1% | ? | 21µM* | -13% | 1% | 37%[activator] | -1% | ? |

Another view of some results above:
[10] CC1(c2nnc(-c3ccccc3)o2)CC(c2ccncc2)=NO1 (centres undefined)
  TDP1 block: 2%; KAT2A inh: 26%; DT40 TDP1 no CPT: -22%
[40] COc1ccc(CCNC(=O)C2CC(=O)N(C3CCCC3)C2)cc1OC (centres undefined)
  TDP1 block: 4%; KAT2A inh: 32%; DT40 TDP1 no CPT: -13%
[69] O=C(/C=C/Sc1ccc(C(F)(F)F)cn1)c1ccccc1
  TDP1 block: -3%; KAT2A inh: -9%; DT40 TDP1 no CPT: 2.3µM*
